PAFAH2 FP inh = PAFAH2 enzyme inhibitors, primary screen, biochemical, fluorescence polarization, human | Platelet-activating factor acetylhydrolase 2, cytoplasmic (Homo sapiens), Q99487 | recombinant PAFAH2, FP-rhodamine activity probe | inhibition, % at 3.39 µM | hit rate 0.99% among 340,000 | AID 492956, 2010;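 active means inhibition above the mean over all tested compounds plus 3 SD, cut at about 30% in these data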;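 further: inhibitors block probe labeling of enzyme so polarization drops; 0% = enzyme with DMSO and 100% = wells lacking PAFAH2 protein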
LYPLA1 counter = LYPLA1 inhibitors, primary screen, counter-screen for PME1 inhibitor project, biochemical, fluorescence polarization, FP-Rh probe ABPP; inhibition, % at 5.9 µM; hit rate 0.16% among 320,000; Acyl-protein thioesterase 1 (Homo sapiens), O75608; recombinant LYPLA1;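 active means inhibition above the mean of all tested compounds plus 3 SD, set per campaign, cut at about 14% in these data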;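 further: inhibitors block serine hydrolase probe labeling of LYPLA1 so polarization falls; 0% = enzyme with DMSO and 100% = wells lacking LYPLA1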
Target sequence (O75608 whole entry, looked up): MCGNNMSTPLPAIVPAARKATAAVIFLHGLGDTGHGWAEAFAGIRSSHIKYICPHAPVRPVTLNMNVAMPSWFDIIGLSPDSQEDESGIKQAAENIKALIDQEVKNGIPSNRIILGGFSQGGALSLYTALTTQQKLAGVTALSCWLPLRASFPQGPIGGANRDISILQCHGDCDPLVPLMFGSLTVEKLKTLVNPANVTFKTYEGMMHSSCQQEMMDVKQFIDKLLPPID
GSTO1 inh = inhibitors of recombinant GSTO1, primary screen, counter-screen for RBBP9 inhibitor project, biochemical, fluorescence polarization; Glutathione S-transferase omega-1 (Homo sapiens), P78417; activity-based probe fluorescence polarization; inhibition, % at 5.96 µM; hit rate 1.1% among 300,000; AID 1974, 2009;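 active means inhibition above the campaign mean inhibition plus 3 SD, cut at about 35% in these data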;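 further: 0% = GSTO1-1 with DMSO and 100% = wells lacking GSTO1-1 enzyme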
PAFAH1B2 FP inh = PAFAH1B2 enzyme inhibitors, primary screen, biochemical, fluorescence polarization, human. recombinant PAFAH1B2, FP-rhodamine activity probe. Platelet-activating factor acetylhydrolase IB subunit alpha2 (Homo sapiens), P68402. AID 492953, 2010. hit rate 1.2% among 340,000. inhibition, % at 3.39 µM;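 active means inhibition above the mean of all tested compounds plus 3 SD, cut at about 24% in these data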;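 further: 0% = enzyme with DMSO and 100% = wells lacking PAFAH1B2; many of its hits are not listed in these tables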
Target sequence (P68402 whole entry, looked up): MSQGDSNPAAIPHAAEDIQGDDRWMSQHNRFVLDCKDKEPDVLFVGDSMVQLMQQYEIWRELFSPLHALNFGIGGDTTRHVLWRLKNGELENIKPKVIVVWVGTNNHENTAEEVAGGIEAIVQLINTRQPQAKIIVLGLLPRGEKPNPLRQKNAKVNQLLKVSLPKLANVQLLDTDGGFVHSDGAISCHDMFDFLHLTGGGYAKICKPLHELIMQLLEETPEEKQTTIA
PME-1 primary = PME-1 inhibitors via competitive probe labeling, primary screen, biochemical, fluorescence polarization, FP-Rh probe, HTS. Protein phosphatase methylesterase 1 (Homo sapiens), Q9Y570. AID 2130, 2009. recombinant PME-1. inhibition, % at 5.9 µM. hit rate 0.53% among 320,000;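 active means inhibition above the campaign mean of all compounds plus 3 SD, cut at about 26% in these data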;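 further: competitive labeling of PME-1 active site by serine hydrolase directed probe; 0% = PME-1 with DMSO and 100% = wells lacking PME-1 enzyme; inhibitors block probe labeling so polarization falls and inhibition rises; many of its hits are not listed in these tables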
Target sequence (Q9Y570 whole entry, looked up): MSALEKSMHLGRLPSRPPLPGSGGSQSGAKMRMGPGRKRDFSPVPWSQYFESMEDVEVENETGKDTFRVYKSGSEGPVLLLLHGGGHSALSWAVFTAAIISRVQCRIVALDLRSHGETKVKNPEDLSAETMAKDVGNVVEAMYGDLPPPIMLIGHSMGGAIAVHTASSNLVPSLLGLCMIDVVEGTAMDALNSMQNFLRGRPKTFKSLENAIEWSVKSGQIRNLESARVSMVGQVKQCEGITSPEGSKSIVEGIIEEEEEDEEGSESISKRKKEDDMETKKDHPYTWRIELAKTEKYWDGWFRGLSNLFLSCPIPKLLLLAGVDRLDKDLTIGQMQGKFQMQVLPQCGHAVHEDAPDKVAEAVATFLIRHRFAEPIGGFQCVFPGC
LYPLA2 counter = LYPLA2 inhibitors, primary screen, counter-screen for PME1 inhibitor project, biochemical, fluorescence polarization, FP-Rh probe ABPP; Acyl-protein thioesterase 2 (Homo sapiens), O95372; recombinant LYPLA2; inhibition, % at 5.9 µM; hit rate 0.38% among 320,000; AID 2177, 2009;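 active means inhibition above the screen-wide mean plus 3 SD, limit set per campaign, cut at about 26% in these data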;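 further: 0% = LYPLA2 with DMSO and 100% = wells lacking LYPLA2 enzyme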
Target sequence (O95372 whole entry, looked up): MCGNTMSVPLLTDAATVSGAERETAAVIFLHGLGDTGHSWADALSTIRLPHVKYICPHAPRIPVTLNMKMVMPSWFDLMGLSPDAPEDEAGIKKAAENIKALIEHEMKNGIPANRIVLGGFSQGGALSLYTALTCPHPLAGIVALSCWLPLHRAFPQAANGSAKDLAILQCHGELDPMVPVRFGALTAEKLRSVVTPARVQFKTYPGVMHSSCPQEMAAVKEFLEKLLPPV
PAFAH1B3 FP inh = PAFAH1B3 enzyme inhibitors, primary screen, biochemical, fluorescence polarization, human; Platelet-activating factor acetylhydrolase IB subunit alpha1 (Homo sapiens), Q15102; recombinant PAFAH1B3, FP-rhodamine probe; inhibition, % at 3.39 µM; hit rate 0.28% among 340,000; AID 492972, 2010;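 active means inhibition above the screen-wide average of all tested compounds plus 3 SD, cut at about 25% in these data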;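 further: 0% = enzyme with DMSO only and 100% = wells lacking PAFAH1B3 protein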
PAD4 inh = human PAD4 inhibitors, primary screen, biochemical, fluorescence polarization, 1536-well format. Protein-arginine deiminase type-4 (Homo sapiens), Q9UM07. recombinant PAD4, RCA probe fluorescence polarization. inhibition, % at 6.36 µM. hit rate 0.41% among 330,000. AID 485272, 2010;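 active means percent inhibition above a cutoff equal to the mean of all tested compounds plus 3 SD, cut at about 15% in these data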;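 further: 0% = PAD4 with RCA probe and DMSO and 100% = probe without PAD4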
pPAFAH inh = pPAFAH enzyme inhibitors, primary screen, biochemical, fluorescence polarization, human; recombinant pPAFAH, FP-rhodamine probe fluorescence polarization; hit rate 1.5% among 330,000; AID 463082, 2010; Platelet-activating factor acetylhydrolase (Homo sapiens), Q13093; inhibition, % at 3.39 µM;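 active means inhibition above the mean inhibition across the screen plus 3 SD, cut at about 25% in these data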;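 further: inhibitors block binding of the rhodamine activity-based probe so polarization drops; 0% = enzyme with DMSO and 100% = wells lacking pPAFAH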
Active calls of the source: *; / = not tested or not shown.

SMILES	PAFAH2 FP inh	LYPLA1 counter	GSTO1 inh	PAFAH1B2 FP inh	PME-1 primary	LYPLA2 counter	PAFAH1B3 FP inh	PAD4 inh	pPAFAH inh
CCOC(=O)C(C)N1CC(=O)N(c2ccccc2)C1=O (stereo not given)	3	0	2	1	-2	7	9	-1	2
O=C(CNS(=O)(=O)c1ccc([N+](=O)[O-])cc1)N/N=C\c1ccc(O)cc1	7	5	5	3	-2	6	5	0	-2
CC(C)N(C(=O)COC(=O)[C@@H]1CC(O)CN1S(=O)(=O)c1ccccc1[N+](=O)[O-])C(C)C (stereo not given in full)	1	0	-2	-1	1	-1	6	1	-5
COc1cc2c(cc1OC)C(c1cc([N+](=O)[O-])ccc1O)NCC2 (stereo not given)	7	0	13	5	5	1	10	-2	2
CC(C)NC(=O)N(C)C[C@H]1Oc2c(NS(=O)(=O)c3ccc(F)cc3)cccc2C(=O)N([C@H](C)CO)C[C@@H]1C	-2	/	/	6	/	/	0	0	-1
C=C(CC[C@@H](O)C(C)(C)O)[C@H]1CC[C@]2(C)[C@@H]1CCC1[C@@]3(C)CC[C@H](O)C(C)(C)C3CC[C@]12C (stereo not given in full)	0	/	/	8	/	/	-9	1	-4
COCCNS(=O)(=O)c1ccc(OCC(=O)N2CCc3ccccc3C2)c(Cl)c1	6	0	-4	3	4	2	8	-3	1
COc1cc(/C=N/Nc2nc(=O)[nH]nc2C)cc(OC)c1O	6	0	24	9	2	-3	6	3	2
CN(Cc1ccccc1)C(=O)C1CCCN(Cc2cccc(Cl)c2)C1 (stereo not given)	5	3	-4	1	8	4	8	-1	2
c1ccc(OCCSc2nc3ccccc3[nH]2)cc1	-3	-1	0	2	-2	3	3	-8	1
CC(=O)Nc1ccc(S(=O)(=O)Nc2ccc3c(c2)n(C)c(=O)n3C)c(C)c1	6	-1	7	6	-3	-2	6	0	0
CCC(CC)C(=O)Nc1cccc(C(=O)Nc2ccc(S(=O)(=O)Nc3ccc(C)cc3)cc2)c1	-67	-14	-99	-37	-68	-58	-80	-12	21
O=C(COC(=O)/C=C/c1cccs1)Nc1ccccc1Cl	58*	2	7	-5	0	4	5	1	5
O=C(c1cc(COc2cccc3cnccc23)on1)N1CCC(c2ccccc2Cl)C1 (stereo not given)	-3	-9	-3	2	2	-7	1	-3	6
O=C(CN1C(=O)CCC1=O)Nc1ccc2c3c(cccc13)CC2	-5	-2	9	-2	2	-6	-2	-1	2
CN(CC1CCCN(CCc2ccc(Cl)cc2)C1)C(=O)c1ccco1 (stereo not given)	1	-1	3	3	-2	1	3	-25	-2
CCOC(=O)C1(Cc2ccccc2C)CCCN(C(=O)c2ccc(COC)o2)C1 (stereo not given)	-4	1	11	6	1	8	13	-5	2
O=C1CC(NS(=O)(=O)c2ccccc2F)CN1c1ccc2c(c1)OCCO2 (stereo not given)	0	3	-1	1	1	-1	8	0	0
O=C(Nc1ccon1)Nc1cc(Cl)ccc1Cl	3	-4	-6	-5	3	-2	14	-1	1
O=C(O)C(Cc1ccccc1)N1C(=O)c2cccc3cccc(c23)C1=O (stereo not given)	5	-2	-4	6	2	-5	14	-5	-20
Cc1cc(C(=O)NCc2cc(C)n(C)n2)sc1-c1ccccc1	0	-1	2	1	5	-3	-2	-1	8
O=C(c1cccnc1)N1CCN(C(=O)c2ccco2)CC1	-3	1	-2	-5	-4	4	8	6	-2
Cc1ccc(NC(=O)N2CCC(C(=O)Nc3ccc(C)cc3C)CC2)cc1	-16	2	-1	5	0	3	0	-7	5
COc1ccc(S(=O)(=O)NCC(=O)N(CC(=O)NCC2CCCO2)Cc2ccc(F)cc2)cc1 (stereo not given)	9	0	-1	1	3	1	7	3	-3
COc1cc(C(=O)Oc2cccc(C)c2)cc(OC)c1OC	1	3	8	10	1	19	6	-2	4
CCCSc1ccc([C@H]2N[C@@](C)(C(=O)OC)[C@H]3C(=O)N(C)C(=O)[C@@H]23)cc1	-1	0	1	7	1	2	-1	-3	-1
COc1cc(C(=O)OCC(=O)N(CC(C)C)C2CCS(=O)(=O)C2)cc(OC)c1C (stereo not given)	6	-3	/	3	6	-1	12	-2	-6
CC1CCN(C(=O)C(=O)c2cn(CC(=O)N3CCCC3)c3ccccc23)CC1	8	2	5	-1	10	8	6	-3	7
COc1cccc(NC(=O)C2CCC(CNS(=O)(=O)c3ccc4c(c3)CC(C)N4C(C)=O)CC2)c1 (stereo not given)	1	-2	35*	1	7	4	5	4	-1
COc1ccc(-c2cc(C(=O)N3CCOCC3)no2)cc1	5	3	1	5	-6	-2	13	3	0
O=C(c1ccc(S(=O)(=O)N2CCCCC2)cc1)N1CCN(c2ccccc2F)CC1	2	-6	3	1	-4	-9	1	-7	-4
CC(=O)CC(=O)Nc1ccn(-c2ccccc2)n1	6	2	12	3	0	-5	18	-7	3
COc1cc(NC(=S)N2CCN(Cc3ccccc3)CC2)cc(OC)c1	-4	-2	4	1	-2	-2	10	1	2
COc1ccccc1N1CCN(C(=O)COc2ccc(S(=O)(=O)NC(C)(C)C)cc2)CC1	/	1	-2	/	3	-7	/	0	21
Cc1ccc(C)c(-n2c(Cc3cc(=O)[nH]c(=O)[nH]3)nnc2SCC(=O)NCc2ccco2)c1	-2	-1	4	-7	2	2	3	-1	8
COc1ccc(-c2c(-c3cc(OC)cc(OC)c3)n(C)c3ccc(-c4cnc(N)nc4)cc23)cc1	2	/	/	-1	/	/	-8	1	6
CN(Cc1cccc(Cl)c1Cl)C(=O)c1cc(S(=O)(=O)N2CCOCC2)ccc1F	1	/	/	11	/	/	8	-2	4
CCOC(=O)C1=C(C)N=c2s/c(=C\c3ccc(OCC(=O)O)cc3)c(=O)n2C1c1ccc(OC(C)C)cc1 (stereo not given)	-15	-7	-13	-4	-12	-6	-9	18*	1
COc1cc(OC)cc(C(=O)Nc2cccc3cccnc23)c1	1	-5	3	1	14	-8	7	-4	-1
O=C(Cn1c(=O)oc2ccccc21)Nc1nc(-c2ccc(Br)cc2)cs1	-6	-2	-1	0	-5	0	3	-2	-8
FC(F)(F)c1ccc(NC2=NCCC2)cc1	-3	-1	11	5	-1	2	7	0	-6
O=C(CSc1nncc2ccccc12)Nc1cccc(O)c1	-2	-2	12	0	4	3	12	13	3
O=S1(=O)CC(O)C(Nc2ccccc2)C1 (stereo not given)	-6	-1	8	-8	-1	5	-1	-4	2
CC#CC(=O)N1CCC(CCC(=O)N(C)Cc2ccccc2)CC1	5	14	2	10	-1	14	2	5	17
O=C(O)c1cc(S(=O)(=O)N2CC3CC3C2C(=O)O)c(Cl)cc1Cl (stereo not given)	4	-4	2	3	1	2	0	-2	1
O=C(c1ccc(Br)o1)N1N=C(c2ccc(Cl)cc2)CC1c1ccco1 (stereo not given)	-7	-8	-12	1	-18	-10	4	-4	8
Nc1ccc(S(=O)(=O)N2CCC(Cc3ccccc3)CC2)cc1	-5	1	2	7	5	7	4	4	9
COc1ccc(C)cc1NC(=O)NC(C)c1ccncc1 (stereo not given)	10	2	8	-1	2	-5	-1	-2	2
CCOC(=O)C1=C(CN2CCN(C(=O)c3ccco3)CC2)NC(=O)NC1c1ccc(C)cc1 (stereo not given)	-1	1	6	0	-4	-3	6	-2	-2
CCOC(=O)CC(NC(=O)CCc1c(C)nc2nc(C)nn2c1C)c1ccc(OC(C)C)cc1 (stereo not given)	0	-1	1	-1	-5	13	2	3	4
O=C(Cc1ccccc1)Nc1nnc(-c2cccc([N+](=O)[O-])c2)s1	-12	6	-3	6	5	-2	5	1	1
O=C(CSc1nnc(-c2cccnc2)n1Cc1ccccc1)N1CCOCC1	-13	-1	-1	-3	1	-3	-1	-3	3
CCn1c(CSc2nc(C)cc(C)n2)nnc1SCC(=O)Nc1ccccc1	-2	3	-6	-1	2	-5	4	-3	6
COc1cccc(C(=O)N2CCSC2=S)c1	0	5	0	-6	3	18	-4	0	3
CCOCCCNC(=O)c1ccc2c(c1)OCO2	-6	0	1	5	4	5	5	-4	4
O=C(CSc1nc2ccccc2[nH]1)Nc1ccc(F)cc1	6	-2	1	-1	-12	1	-2	-3	-7
CCn1cc(CNC(=O)CCc2nnc(CCC3CCCCC3)o2)cn1	-1	-1	4	4	-5	-5	-7	-7	-4
CCSC(C)CC1C/C(=N/O)c2c(CC)noc2C1 (stereo not given)	9	-2	-3	4	-3	2	3	1	6
CCOc1ccc(C)cc1S(=O)(=O)Nc1ccc(Cl)cn1	4	-5	2	3	-1	-1	-2	0	1
O=C(COC(=O)c1cccs1)Nc1cccc(S(=O)(=O)N2CCOCC2)c1	64*	-5	-3	-3	5	3	4	4	3
Remaining list, next part.
SMILES	PAFAH2 FP inh	LYPLA1 counter	GSTO1 inh	PAFAH1B2 FP inh	PME-1 primary	LYPLA2 counter	PAFAH1B3 FP inh	PAD4 inh	pPAFAH inh
COc1ccc(OCC(=O)N/N=C/c2ccc(OC)c(OC)c2C(=O)O)cc1	4	-3	4	2	-3	1	3	-1	1
CCOc1ccccc1-c1cc(C(=O)N/N=C(\C)c2cccnc2)c2ccccc2n1	-8	-3	-4	0	-2	-5	-2	-5	0
Cc1ccc(/C(N)=N/OC(=O)CCCc2ccccc2)cc1	1	-8	1	17	-2	-8	-1	0	-4
COc1ccc(C2(CNC(=O)Cc3ccc(OC)c(OC)c3)CCOCC2)cc1	-4	-4	2	3	-4	0	8	1	4
CCOc1ccc(C(=O)NC2CCN(C(=S)Nc3ccccc3C)CC2)cc1	-1	0	6	1	5	2	5	-6	2
Cc1sc(N)c(C(=O)c2ccccc2)c1C	/	-2	-4	/	-1	-5	/	-11	10
CCOC(=O)c1nc(Nc2ccccc2C)c2ccccc2n1	-2	2	-2	6	4	3	10	-4	-1
O=C(Cc1ncc(C(F)(F)F)cc1Cl)NCc1cccnc1	-2	0	-3	3	7	5	3	-4	6
CCn1c(SCC(=O)Nc2ccc(NC(=O)c3cccs3)cc2)nnc1-c1cccnc1	-10	0	-7	-2	3	-1	4	3	-5
CCOc1ccc(-n2c(SCC(N)=O)nc3sc4c(c3c2=O)CCN(C)C4)cc1	5	-1	6	0	-1	3	14	2	-9
CS(=O)(=O)N(CC(=O)O)c1ccc2c(c1)OCO2	0	-3	-2	-3	-5	2	8	-4	6
C/C(=N\NC(=O)c1c(C)nc2ccccn12)c1cccc([N+](=O)[O-])c1	-4	0	4	-4	3	1	4	-1	6
COc1ccc(C(c2nnnn2C2CCCCC2)N2CCN(C)CC2)c(OC)c1 (stereo not given)	4	-4	15	5	-7	-3	9	-5	-4
O=C(Nc1ncnc2sc3c(c12)CCCCC3)c1ccc(F)cc1	8	1	-4	4	0	5	5	-1	8

From PubChem

Not all compounds are listed (hit frequency here may not be typical).
